14-3-3 Bad PPI: disrupts binding of bovine 14-3-3 zeta to phospho-Bad peptide; P63103; TR-FRET 14-3-3zeta/Dy647-pBad peptide displacement, 1 h; inhibition, % at 21.7 µM; 220,000 tested, 0.71% active; AID 781;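 active means inhibition above about 70%, limit read from the data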;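 further: 0% = full 14-3-3 plus peptide FRET controls and 100% = background without 14-3-3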
EBV gp42 block: inhibitors of Epstein-Barr virus glycoprotein 42; Q1HVG2; Fluorescence polarization binding assay, mP read-out; inhibition, % (tested at 21.74 µM); 220,000 tested, 0.42% active; in the data active means inhibition above about 50%
Target sequence (Q1HVG2 whole entry, looked up): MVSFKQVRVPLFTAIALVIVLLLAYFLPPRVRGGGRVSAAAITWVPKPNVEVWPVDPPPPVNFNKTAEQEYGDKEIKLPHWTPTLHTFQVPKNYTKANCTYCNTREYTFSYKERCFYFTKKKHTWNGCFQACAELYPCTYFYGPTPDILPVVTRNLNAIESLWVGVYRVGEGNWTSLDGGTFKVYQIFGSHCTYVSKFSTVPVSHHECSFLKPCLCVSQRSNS
KLK5 inh: inhibitors of human kallikrein 5; Q9Y337; recombinant hK5, fluorogenic AMC substrate cleavage; inhibition, % at 5 µM; 210,000 tested, 0.59% active;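 active means inhibition of 40% or more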;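 further: 0% = enzyme controls without compound and 100% = no-enzyme blanks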
Target sequence (Q9Y337 67-293 limits assumed): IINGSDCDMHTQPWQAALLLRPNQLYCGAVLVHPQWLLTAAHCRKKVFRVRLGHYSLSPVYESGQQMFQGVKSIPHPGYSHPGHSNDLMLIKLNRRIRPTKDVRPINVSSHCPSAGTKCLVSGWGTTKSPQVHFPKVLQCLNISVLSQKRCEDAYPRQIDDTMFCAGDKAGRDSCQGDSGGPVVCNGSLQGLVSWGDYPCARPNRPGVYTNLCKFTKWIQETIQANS
eIF4E-4G inh: eIF4E/eIF4G interaction inhibition in translation initiation | P63073+Q04637 | TR-FRET eIF4E-eIF4GI(517-606) binding, 2 h | inhibition, % at 21.7 µM | 220,000 tested, 0.37% active;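 further: 0% = full FRET control wells and 100% = background wells lacking eIF4GI fragment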
Furin inhibitor: inhibitors of human furin; inhibition, % at 30 µM; 220,000 tested, 0.061% active; purified furin, fluorogenic substrate cleavage; P09958; AID 463115; in the data active means inhibition above about 25%; further: inactives centre near -15
Target sequence (P09958 108-714 limits assumed): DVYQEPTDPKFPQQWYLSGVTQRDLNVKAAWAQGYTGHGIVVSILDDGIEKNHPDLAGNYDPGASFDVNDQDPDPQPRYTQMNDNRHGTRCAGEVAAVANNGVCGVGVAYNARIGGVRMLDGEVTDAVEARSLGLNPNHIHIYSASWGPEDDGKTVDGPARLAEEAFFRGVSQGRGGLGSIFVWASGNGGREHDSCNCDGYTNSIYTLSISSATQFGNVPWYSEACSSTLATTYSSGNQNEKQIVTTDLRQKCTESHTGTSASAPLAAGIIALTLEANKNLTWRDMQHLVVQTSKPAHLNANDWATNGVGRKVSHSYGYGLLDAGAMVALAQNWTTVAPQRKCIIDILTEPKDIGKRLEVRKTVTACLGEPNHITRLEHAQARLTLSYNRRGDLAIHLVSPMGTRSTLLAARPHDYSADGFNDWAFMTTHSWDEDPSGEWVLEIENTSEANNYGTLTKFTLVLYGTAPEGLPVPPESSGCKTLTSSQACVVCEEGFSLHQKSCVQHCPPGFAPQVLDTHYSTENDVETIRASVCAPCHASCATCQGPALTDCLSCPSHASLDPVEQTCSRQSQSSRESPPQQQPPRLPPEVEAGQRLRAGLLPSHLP
thrombin 1536: inhibitors of human thrombin; 220,000 tested, 0.26% active; alpha-thrombin, Boc-VPR-AMC fluorogenic substrate cleavage; AID 1046; inhibition, % at 5 µM; P00734;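 active means inhibition at or above 40%; inactive means inhibition below 40%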;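 further: 0% = enzyme with no compound and 100% = wells without enzyme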
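signal = AMC fluorescence, 355/460 nm | material = human alpha-thrombin enzyme | control set = enzyme without compound as high, wells lacking enzyme as low | times = reaction at room temperature | read-out basis = percent inhibition scaled between no-compound controls and no-enzyme blanks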
KCC2 mod: modulators of human KCC2 chloride dependent transport. Q9H2X9. KCC2 cells, thallium flux FluoZin-2 fluorescence. B-score of Tl+ flux slope (higher = more flux/activation; lower = inhibition) at 10 µM. 190,000 tested, 2.2% active. AID 1456;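 active means thallium flux slope and its plate-corrected score both differing from the plate sample mean at a set confidence after two filtering rounds, in either direction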;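 further: slope of fluorescence scaled to starting intensity during 10 to 20 s after thallium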
Rad51 HR inh: Rad51 (human) homologous recombination inhibition | hRad51 DNA strand exchange, fluorescence dequenching | inhibition, % at 10 µM | 200,000 tested, 0.085% active | AID 1385;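 active means inhibition above 40% at the single screening dose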;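 further: 0% = DMSO control wells and 100% = blanks with heterologous ssDNA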
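System: human Rad51 nucleoprotein filaments preassembled on unlabelled ssDNA. Reagent: labelled 47-mer dsDNA for strand exchange. Schedule: 30-min compound preincubation and 15-min exchange, both room temperature. Measured by: FRET fluorescence dequenching, excitation 485 nm, emission 520 nm. Read-out: Fluorescence-based percent inhibition, control- and blank-normalised. Benchmarks: plate controls and plate blanks.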
p47phox inh: blocks human p47phox regulatory protein of NADPH oxidases; inhibition, % at 24.7 µM; 220,000 tested, 0.53% active; P14598; p47phox/p22phox peptide binding, fluorescence polarization, 2 h;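 further: 0% = p47phox with labelled peptide and 100% = labelled peptide alone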
* = called active by the depositor; x = not tested or not shown; [ ] = remark or other dose.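 How the source made its calls, unless noted: active means inhibition above about 30% (limit read from the data); inactive means the rest.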 An unsorted share of the library; about 4.7% have a hit in one of these screens.

Order of results: 14-3-3 Bad PPI, EBV gp42 block, KLK5 inh, eIF4E-4G inh, Furin inhibitor, thrombin 1536, KCC2 mod, Rad51 HR inh, p47phox inh
Cc1cc(C(=O)Nc2nc(-c3ccccn3)cs2)ccc1[N+](=O)[O-]
  -12.7, 9.6, 8.9, -1.0, -18.4, -5.0, 2.75, 8.4, -18.0
C=CCN1CCN(C(c2cc(OC)ccc2OC)c2nnnn2CC2CCCO2)CC1 (centres undefined)
  56.2, -17.8, -6.3, 12.0, -12.7, 0.6, 2.05, -11.0, -6.2
O=c1[nH]c(=O)n(CCc2ccc(F)cc2)c(O)c1C=NCc1ccc2c(c1)OCO2
  56.2[fluorescence artefact?], -31.1, -16.7, 3.6, -20.1[20 µM], 0.1, x, -1.7, -11.7
O=C(N/N=C/C1CC=CCC1)c1ccc(O)cc1O (centres undefined)
  -6.6, 5.2, -3.0, 4.5, -10.5, -9.9, 0.185, 5.8, -2.2
Cc1c(C=O)c(=O)n(-c2ccccc2)n1C
  -0.6, -14.4, -5.1, 1.8, -24.2, 15.2, 0.112, 0.1, -3.3
Cc1ccc2[nH]c3c(NCCCN4CCCC4=O)ncnc3c2c1
  1.9[fluorescence artefact?], -1.4, -1.8, 1.4[fluorescence artefact?], -19.5, 3.2, -0.0285, -8.5, -27.2
COCCN=C1NN=C(c2cc(C)n(CC3CCCO3)c2C)CS1 (centres undefined)
  -9.2, -8.5, 29.1, -1.8, -4.1, 10.2, 0.0716, -8.6, -20.5
S=C(NCc1ccc(Cl)cc1)NN1CCOCC1
  -15.1, 10.7, 0.1, -4.4, -22.7, -5.0, 0.459, 6.6, 0.2
CCOC(=O)c1sc(NC(=S)NC(=O)c2cccc(Cl)c2)c(C(=O)OCC)c1C
  3.5[fluorescence artefact?], -7.2, 0.7, 2.2, -1.9[20 µM], 1.2, 1.56, 10.7, -5.6
Cc1c(C2Nc3ccccc3NC3=C2C(=O)CC(C)(C)C3)cnn1C (centres undefined)
  0.7, -17.6, -7.6, 3.1[fluorescence artefact?], -7.7[20 µM], 0.9, 0.415, -3.1, -23.7
O=C(c1ccco1)N1CCN(c2c([N+](=O)[O-])nn(-c3ccc(Cl)cc3)[n+]2[O-])CC1
  -5.0, -1.1, -14.1, 1.5, -6.2, -1.2, 0.556, 11.2, -0.2
CCOC(=O)/C=C1\Nc2ccccc2SC1=O
  5.5, 3.7, -2.4, -0.6, -14.2[20 µM], -4.3, -0.118, -3.3, -3.0
Cc1cc(NC(=O)CSc2nc(-c3ccco3)cc(C(F)(F)F)n2)n(-c2ccccc2)n1
  0.5, -13.6, 0.1, 3.7[fluorescence artefact?], -6.1[20 µM], -0.8, -0.0595, -7.2, -8.0
CC(=O)N1CCc2cc(C(=O)CN3CCN(c4ccccc4F)CC3)ccc21
  -8.7, -14.5, -1.8, -1.0, -11.7, -1.0, -1.3, 2.4, -9.5
COc1cc(/C=N\NC(=O)c2ccc(C)nc2)ccc1OC(=O)c1ccco1
  1.8, -7.3, -6.3, 2.2, -21.2, 1.6, -0.808, 20.8, -2.2

Next part:
Order of results: 14-3-3 Bad PPI, EBV gp42 block, KLK5 inh, eIF4E-4G inh, Furin inhibitor, thrombin 1536, KCC2 mod, Rad51 HR inh, p47phox inh
Cc1ccc(NC(=O)C2CCN(S(=O)(=O)c3ccccc3)CC2)cc1
  -9.8, -29.8, -1.2, 5.1, -23.4, -2.9, -0.398, 3.0, -11.0
CCOc1cc(C2NC(=O)NC(C)=C2C(=O)OC(C)CC)cc(Br)c1O (centres undefined)
  -4.1, -17.0, -2.0, 11.2, -23.6, 4.3, -0.916, 1.4, -3.8
CC1(C)OC(=O)C(=CNc2ncccn2)C(=O)O1
  -5.8, -8.0, -13.0, 0.9, 19.2, 2.4, 0.152, -6.2, -4.5
COn1c(SCc2ccccc2)nc2ccccc2c1=O
  17.1, -11.5, 0.5, 12.9, -9.4[20 µM], -1.9, 1.13, 5.6, 6.5
Cc1cc(NC(=O)CSc2nc(C(C)(C)C)nc3ccccc23)no1
  -8.9, -6.1, 4.6, -4.2, -3.7, -2.5, 0.0952, -5.9, -6.4
Cc1cccc(N2C(=O)CC(n3ccnc3)C2=O)c1C (centres undefined)
  -9.7, -5.1, x, -0.5, -15.4, 0.1, 0.0252, -24.2, -9.2
COCCNc1cc(NCCOC)c([N+](=O)[O-])cc1[N+](=O)[O-]
  -20.1[fluorescence artefact?], -9.9, -17.5, 7.9, -6.5, -7.7, -0.0838, -3.3, -13.4
O=C(Nc1cccc(-c2nc3cccnc3s2)c1)c1cccnc1Cl
  7.3, 8.6, -5.1, -3.8, -16.2, -15.0, 1.11, x, -2.2
CCc1ccc(NC(=O)c2ccc3c(c2)C(=O)N(CCOC)C3Nc2ccc(CC)cc2)cc1 (centres undefined)
  -7.7, -17.3, -5.7, 5.0, -15.9, 1.8, 1.08, 1.2, -4.8
CCN1CCN(CCCNC(=O)C2CCCN(c3nnc(-n4cccc4)s3)C2)CC1 (centres undefined)
  -6.0[fluorescence artefact?], -26.8, 2.0, 4.2, -23.1, 5.1, -0.209, 0.0, -5.6
CN(CCNC(=O)Cn1c(=O)sc2ccccc21)Cc1ccccc1
  -1.8, -4.2, -4.3, 1.2[fluorescence artefact?], -6.0, -5.0, -0.866, -4.6, -4.0
CCOc1ccc(N(Cc2cc3ccc(C)cc3[nH]c2=O)S(C)(=O)=O)cc1
  -12.8, 6.7, -12.5, 12.5, -13.0[20 µM], -7.9, -0.0064, -15.3, -2.4
CN(C)S(=O)(=O)c1ccc(NC(=S)NC(=O)c2cccs2)cc1
  -3.5, 1.4, x, -0.4, -11.2, 2.2, 3.98*, x, 0.5
N/C(=N\c1nc(CSc2nc3ccccc3s2)cc(=O)[nH]1)Nc1ccc(F)cc1
  4.4, -56.8, -7.2, -7.5, -4.1, -1.3, 0.51, 7.3, -25.2
Fc1ccc(-c2noc(C3CCN(Cc4cccnc4)CC3)n2)cc1
  -2.3, -17.7, -0.8, -2.8[fluorescence artefact?], -17.9, -13.1, x, -6.3, -12.6

Nothing new here: two of the compounds above.
Order of results: 14-3-3 Bad PPI, EBV gp42 block, KLK5 inh, eIF4E-4G inh, Furin inhibitor, thrombin 1536, KCC2 mod, Rad51 HR inh, p47phox inh
Cc1ccc(NC(=O)C2CCN(S(=O)(=O)c3ccccc3)CC2)cc1
  -9.8, -29.8, -1.2, 5.1, -23.4, -2.9, -0.398, 3.0, -11.0
CCOc1cc(C2NC(=O)NC(C)=C2C(=O)OC(C)CC)cc(Br)c1O (centres undefined)
  -4.1, -17.0, -2.0, 11.2, -23.6, 4.3, -0.916, 1.4, -3.8

Further structures:
Order of results: 14-3-3 Bad PPI, EBV gp42 block, KLK5 inh, eIF4E-4G inh, Furin inhibitor, thrombin 1536, KCC2 mod, Rad51 HR inh, p47phox inh
O=C(CS(=O)c1cccc(C(F)(F)F)c1)Nc1ccccc1Cl (centres undefined)
  8.2, -6.2, 2.6, 4.0, -19.5[20 µM], -2.2, -0.214, -8.3, 0.1
COc1cc(/C=N/N(C)C)ccc1OC(=O)c1cccs1
  -1.4, -15.3, -4.3, 1.3, -6.9, -9.0, -1.44, 5.1, -3.5
CCCC(=O)Nc1ccc(C(=O)NCc2ccccn2)cc1
  1.4, -2.6, 2.6, -1.0, -32.3, -0.2, 0.777, -98.2, 0.1
CC(Nn1cnnc1)c1cc(Cl)ccc1O (centres undefined)
  -1.0, -17.4, 0.8, 4.5, -21.0, -5.8, 0.0655, 3.7, -4.0
O=C(N/N=C\c1cccc(Cl)c1)c1ccc(Cn2cccn2)o1
  -13.2, -9.5, -6.7, 2.1, -22.2, -2.5, -0.191, 8.4, -3.7
COc1ccc2[nH]c(C)c(CCNC(=S)Nc3ccc(F)cc3)c2c1
  -17.1, 0.4, 2.8, 1.1, -11.5, -8.0, 2.13, -12.7, -4.3
O=c1c2ccccc2nc2c3ccccc3c(NCc3cccnc3)nn12
  3.0, 12.3, -4.2, 1.0, -13.5, -3.6, -1.2, x, x
Cc1nc2ccccc2cc1C(=O)N/N=C/c1ccco1
  5.4[fluorescence artefact?], -8.3, -11.1, 15.3, -7.0, -8.3, 1.7, 9.5, -6.6
O=C(Nc1ccc(Cl)cc1)c1ccc(-n2cncn2)c([N+](=O)[O-])c1
  0.2, 15.3, -20.4, 1.5, -23.2[20 µM], -1.7, x, -2.2, -13.0
CC(=O)O/N=C/c1c(NCc2ccccc2)nc2c(C)cccn2c1=O
  1.5, -8.0, 0.0, -2.5, -9.7, -4.8, -1.16, 14.8, -16.5
Cc1cc(C)c(S(=O)(=O)N2CCOCC2)cc1C
  -5.2, -1.1, -4.4, -2.3, -10.0, 0.8, 0.0307, 17.4, 3.0
Cn1c(N)c(C(=O)COC(=O)c2ccccc2NCc2ccco2)c(=O)n(C)c1=O
  0.8, -12.0, 17.0, 5.1, -5.3, x, 0.537, -1.6, -7.0
CC(C)C(C(=O)Nc1ccc2c(c1)OCCO2)N1C(=O)c2ccccc2C1=O (centres undefined)
  -0.6, -7.6, -8.6, -12.1, -20.6[20 µM], 4.5, -0.695, -5.0, -2.3
O=C(Cn1ncc2c(=O)oc3ccccc3c21)N1CCCc2ccccc21
  7.2, -19.3, -9.5, 3.6, -23.6, -3.0, -0.442, 1.6, 5.4
Cc1cccc(C(O)(C(=O)NNc2ccc3ccccc3n2)c2cccc(C)c2)c1
  -5.8, 14.8, -54.7, 4.6, -10.8, 14.4, 0.344, 5.8, 1.4

New compounds follow.
Order of results: 14-3-3 Bad PPI, EBV gp42 block, KLK5 inh, eIF4E-4G inh, Furin inhibitor, thrombin 1536, KCC2 mod, Rad51 HR inh, p47phox inh
CCOc1cc2[nH]c(=O)n(CCCN3CCCC3=O)c(=O)c2cc1OCC
  x, -16.2, -10.3, x, -7.3, 1.2, x, 4.2, 9.1
COc1cc2[nH]c(=S)nc(NC3CCCCCC3)c2cc1OC
  -3.6, -9.8, -6.4, -3.7, -19.3, 2.4, -0.51, -1.3, -14.1
COc1cc(-c2cc(N)n(S(=O)(=O)c3ccccc3)n2)cc(OC)c1OC
  0.8, -5.8, 16.2, -0.3, -11.7, -4.5, x, 1.6, -14.6
Cc1cc(NC(=O)c2ccc(S(=O)(=O)N3CCOCC3)cc2)no1
  -17.9, -3.2, -10.5, 0.0, -14.9, -20.6, 1.28, -3.5, -15.8
COc1cccc(OCC(O)CN2CCC(CN3C(=O)c4cccc5cccc(c45)C3=O)CC2)c1 (centres undefined)
  -10.9, -10.9, -2.6, -1.3, -34.3, 9.0, 0.189, 38.1, 1.4
CCC(=O)N=c1n(C)c2ccccc2n1CCOc1ccccc1
  -3.3[fluorescence artefact?], -5.8, -7.6, 5.4, -15.0, -1.6, 0.576, x, -10.6
O=C(CN1CCN(Cc2ccc(F)cc2)C1=O)NC1CCCC1
  -8.8, 5.3, -0.2, -2.9, -22.6, 3.2, 4.07, 4.7, -8.7
CC(=O)c1c(COC(=O)c2ccc(Cl)cc2)nc2ccccc2[n+]1[O-]
  1.3, -3.2, -1.0, 3.4, -24.4, -0.1, -0.311, 23.4, -43.5

Source: PubChem (several laboratories)
